MDM2 E3 inh = inhibitors of human Mdm2 E3 ubiquitin ligase | Q00987 | cell-based MDM2 ubiquitination luciferase reporter, 2 h; 0 = plate control, 100 = twice control, blank-subtracted | signal enhancement, % at 5 µM | hit rate 0.11% among 210,000 | AID 1230;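 active means signal enhancement of 30% or more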;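 further: luminescence tracks abundance of the self-degrading MDM2-luciferase fusion protein; higher signal means inhibition of MDM2 E3 ligase activity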
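System: stable MDM2–luciferase fusion reporter cells / Input: 2000 cells seeded into each well / Schedule: 4 h settle plus 2 h compound, 37 °C / Compound: single-point 5 µM / Buffer or medium: cells held in DMEM / Benchmarks: control and blank well means / Evaluation: percent signal gain over controls, blank-subtracted / Measured by: luciferase luminescence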
S1P4 ag = agonists of human S1P4 receptor; S1P4-expressing cell line, agonist reporter assay; AID 1509; hit rate 0.35% among 220,000; activation, % at 4.98 µM; in the data active means activation above about 11%;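 further: 0% = DMSO vehicle and 100% = reference agonist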
Wee1 degr inh = blocks degradation of human Wee1 kinase; reporter increase, % at 5 µM; hit rate 1.2% among 220,000; AID 1321; HeLa Luc-Wee1K328M stability, luciferase luminescence; 100% = proteasome inhibitor MG132 effect;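 active means activation above the mean of all tested compounds plus 3 SD, set per screening run, cut at about 8.8% in these data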;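 further: cells exposed to compound for 20 h before luminescence read; 0% = DMSO alone and 100% = MG132 at 30 µM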
eIF4E 4G PPI = eIF4E/eIF4G interaction inhibition in translation initiation | AID 782 | TR-FRET eIF4E-eIF4GI(517-606) binding, 2 h | inhibition, % at 21.7 µM | P63073+Q04637 | hit rate 0.37% among 220,000;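 active means inhibition above about 30%, limit read from the data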;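 further: 0% = full FRET control wells and 100% = background wells lacking eIF4GI fragment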
Target sequence (P63073 whole entry, looked up, the tested form may be a part): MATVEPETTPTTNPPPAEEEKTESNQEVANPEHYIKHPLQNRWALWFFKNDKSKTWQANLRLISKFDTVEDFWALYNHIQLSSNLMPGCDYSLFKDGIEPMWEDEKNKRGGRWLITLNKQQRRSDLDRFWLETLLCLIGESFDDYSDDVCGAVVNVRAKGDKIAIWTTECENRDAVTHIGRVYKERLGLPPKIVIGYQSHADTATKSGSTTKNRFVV
Target sequence (Q04637 whole entry, looked up, the tested form may be a part): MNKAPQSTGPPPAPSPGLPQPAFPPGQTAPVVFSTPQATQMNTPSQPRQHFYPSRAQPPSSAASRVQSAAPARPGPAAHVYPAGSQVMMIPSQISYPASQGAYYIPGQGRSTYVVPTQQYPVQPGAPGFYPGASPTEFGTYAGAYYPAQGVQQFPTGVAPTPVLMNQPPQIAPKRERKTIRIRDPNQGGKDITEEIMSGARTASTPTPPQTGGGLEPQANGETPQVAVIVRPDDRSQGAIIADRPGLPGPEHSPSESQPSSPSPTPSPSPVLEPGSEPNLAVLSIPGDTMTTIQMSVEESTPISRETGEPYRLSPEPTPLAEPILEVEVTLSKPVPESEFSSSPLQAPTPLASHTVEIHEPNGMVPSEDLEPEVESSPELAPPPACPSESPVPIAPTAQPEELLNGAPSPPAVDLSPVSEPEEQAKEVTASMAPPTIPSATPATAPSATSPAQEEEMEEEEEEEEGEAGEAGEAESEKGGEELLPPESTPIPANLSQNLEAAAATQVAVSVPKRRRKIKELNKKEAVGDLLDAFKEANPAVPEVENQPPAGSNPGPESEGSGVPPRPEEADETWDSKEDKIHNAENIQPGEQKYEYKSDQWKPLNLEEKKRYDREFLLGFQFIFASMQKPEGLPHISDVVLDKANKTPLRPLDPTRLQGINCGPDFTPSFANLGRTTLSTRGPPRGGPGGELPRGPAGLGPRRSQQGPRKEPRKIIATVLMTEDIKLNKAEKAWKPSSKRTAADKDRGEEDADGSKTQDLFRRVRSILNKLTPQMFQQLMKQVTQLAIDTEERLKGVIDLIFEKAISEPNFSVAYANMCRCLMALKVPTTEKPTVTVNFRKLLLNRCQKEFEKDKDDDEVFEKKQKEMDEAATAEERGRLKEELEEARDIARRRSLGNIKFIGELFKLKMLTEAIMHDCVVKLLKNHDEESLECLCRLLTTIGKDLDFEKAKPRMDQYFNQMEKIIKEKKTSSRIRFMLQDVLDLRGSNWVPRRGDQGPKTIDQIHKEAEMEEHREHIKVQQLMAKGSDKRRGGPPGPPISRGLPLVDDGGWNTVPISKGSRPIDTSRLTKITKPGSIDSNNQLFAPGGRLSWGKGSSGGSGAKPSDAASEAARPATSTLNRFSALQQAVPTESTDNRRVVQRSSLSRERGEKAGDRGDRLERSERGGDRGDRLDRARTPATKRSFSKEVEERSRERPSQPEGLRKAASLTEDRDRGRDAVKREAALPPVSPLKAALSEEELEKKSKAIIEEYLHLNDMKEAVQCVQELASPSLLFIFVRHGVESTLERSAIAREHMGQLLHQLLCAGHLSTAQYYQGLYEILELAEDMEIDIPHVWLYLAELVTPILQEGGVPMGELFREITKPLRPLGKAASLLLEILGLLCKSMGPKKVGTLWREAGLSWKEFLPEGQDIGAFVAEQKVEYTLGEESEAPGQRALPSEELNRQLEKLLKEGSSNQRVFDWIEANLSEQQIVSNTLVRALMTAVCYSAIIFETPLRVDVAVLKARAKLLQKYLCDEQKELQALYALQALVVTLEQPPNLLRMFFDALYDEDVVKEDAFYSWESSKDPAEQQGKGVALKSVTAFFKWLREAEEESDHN
BaF3 tox = parental Ba/F3 viability inhibition as JAK2V617F counter-screen; CellTiter-Glo ATP luminescence; inhibition, % at 5.6 µM; hit rate 1.1% among 220,000; AID 1486;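 active means inhibition above a per-campaign cutoff, the mean inhibition of all tested compounds plus 3 SD, cut at about 27% in these data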;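 further: 0% = DMSO wells and 100% = JAK Inhibitor I control wells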
Ba/F3 V617F tox = lowers viability of Ba/F3 cells expressing EpoR and JAK2V617F; ATP luminescence; inhibition, % at 5.6 µM; hit rate 1.1% among 220,000; AID 1446;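 active means inhibition above the campaign mean plus 3 SD over all tested compounds, cut at about 24% in these data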;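 further: cytokine-independent growth of Ba/F3 cells driven by EpoR plus mutant JAK2; 0% = DMSO-treated cells and 100% = JAK inhibitor I control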
S1P4 antag = antagonists of human S1P4 receptor; S1P4-expressing cells, antagonist mode, reporter read-out; inhibition, % at 4.98 µM; hit rate 0.26% among 220,000; AID 1510; in the data active means inhibition above about 29%;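 further: 0% = wells stimulated with agonist and 100% = vehicle wells without agonist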
NPY-Y2 PAM-ag = potentiates or activates human NPY-Y2 receptor; cells expressing NPY-Y2, potentiator/agonist read-out; P49146; activation, % at 3.6 µM; AID 1359; hit rate 0.45% among 220,000; in the data active means activation above about 27%;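 further: cells stimulated with NPY near EC25 plus isoproterenol at EC100; 0% = vehicle plus submaximal agonist and 100% = vehicle plus saturating agonist; some results beyond the cut were filed as inactive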
PERK inh = inhibitors of human PERK kinase; Q9NZJ5; CHO PERK-DD fusion, SEAP luminescence translation reporter; inhibition, % at 5.6 µM; hit rate 0.17% among 220,000; AID 1416;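 active means inhibition above the mean inhibition of all tested compounds plus 3 SD, set separately per screening campaign, cut at about 2.9% in these data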;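 further: PERK kinase domain activated by AP20187 dimerizer at 100 nM; 0% = DMSO with dimerizer and 100% = rapamycin at 8.4 µM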
* marks the source's active call; other numbers are inactive results; · = no result given; [ ] = dose if it differs, or a comment. Compounds as they come. About 4.1% of those tested had a hit in this group.

structure,MDM2 E3 inh,Wee1 degr inh,NPY-Y2 PAM-ag,eIF4E 4G PPI,PERK inh,Ba/F3 V617F tox,S1P4 ag,BaF3 tox,S1P4 antag
C/C(=N/NC(=O)c1ccc2c(c1)OCCO2)c1ccc([N+](=O)[O-])cc1,-7,3,14,-4,1.9,-4,-0.8,-3,3
CCOC(=O)CNC(=O)CSc1nnc(NC(=O)c2ccc(C)cc2)s1,-66,3,2,3,0.4,-1,-1.2,-1,7
Cc1nc2ccccc2cc1C(=O)Nc1ccccc1Cl,1,-4,-9,-2,0.4,-3,0.1,5,-9
CCOC(=O)c1csc(NC(=O)CSc2nnnn2-c2ccc3c(c2)OCCO3)n1,2,-3,-6,0[fluorescence artefact?],0.3,-7,0.2,0,1
CN(Cc1cn[nH]c1-c1cc2ccccc2o1)CC1CCOCC1,-1,-2,-15,6,2.1,0,-0.7,6,-9
CC1CCCC(C)N1C(=O)C1CCCCC1 (centres undefined),1,-2,-3,3,0.8,-4,0.8,1,-12
COc1ccc(OC)c(/C=N/NC(=O)CCc2n[nH]c(=O)[nH]c2=O)c1,-17,0,1,1,0.9,-2,1.2,5,0
CCc1nnc(NC(=O)CSc2nnc(-c3ccncc3)n2C)s1,-8,1,-5,-8,3.3*,-2,0.0,5,-15
CC(=O)c1ccc(N2CCCCC2)c(F)c1,-3,-1,9,-2,1.1,-2,-0.3,4,-23
COc1ccc(OC)c(CNC(=O)Cc2c(C(=O)O)[nH]c3ccccc23)c1,-6,1,13,-1,0.7,-3,-0.2,1,7
Cc1cc(C)n(-c2nc3ccccc3nc2N2CCN(C(=O)c3ccccc3)CC2)n1,-17,-1,3,13,0.3,-2,0.2,1,-16
Brc1ccc(CNc2cc3c(cc2Br)OCCO3)cc1,-7,6,-14,1,1.8,-2,-0.6,3,-10
Nc1cnn(C2OC(CO)C(O)C2O)c(=O)n1 (centres undefined),-8,-3,2,2,0.2,-2,-0.9,1,1
CCCC(O)(c1ccc(Cl)cc1)C(CN1CCOCC1)c1ccccc1 (centres undefined),-8,-2,31,-3,0.5,-1,-0.2,8,-1
COc1ccc(-c2nc3nc(SC)nn3cc2C)cc1F,-13,-4,4,4,0.6,-1,-0.2,2,10
Cc1snc(S(=O)(=O)/C(C#N)=N/Nc2cccc(C(F)(F)F)c2)c1C#N,-8,-1,7,1,-0.1,-3,-3.1,5,-7
C=CCOc1ccc(C=Nc2ccc(OC)cc2)c(O)c1,-16,-2,-4,4,1.0,1,0.9,2,-16
COC(=O)c1cc(C)sc1NC(=O)c1cccnc1,-10,-1,12,1,1.4,-4,-1.6,1,-16
COc1ccc(NC(=O)COC(=O)c2ccc(OCc3ccccc3Cl)c(OC)c2)c(OC)c1,-2,-2,-1,2[fluorescence artefact?],1.4,2,-0.2,1,-14
O=C(NCCN1CCOCC1)C1CCC(=O)N1C1CCCCC1 (centres undefined),-3,0,4,-8,0.5,3,0.6,3,-1
CC1(C)CC(=S)Nc2ccccc2S1,1,0,4,0,0.2,2,4.4,0,0
COCCNc1nc2nonc2nc1N1C[C@H]2CC[C@H]1C2,-13,0,-16,3,2.0,-2,1.5,1,-3
CC(NC(=O)c1ccccc1NC(=O)c1ccco1)c1ccccc1 (centres undefined),-15,0,2,-21,-0.8,0,1.9,1,3
O=C(Nc1ccc(OC(=O)c2ccncc2)cc1)c1ccncc1,-5,0,3,4,0.9,0,-1.5,2,-8
O=C(NC(Cc1ccccc1)c1ccc2c(c1)OCCCO2)c1ccccc1F (centres undefined),-5,2,-1,3[fluorescence artefact?],-1.4,-2,-2.2,0,4

Among those listed so far, these contain a furan ring, fused or not.
structure,MDM2 E3 inh,Wee1 degr inh,NPY-Y2 PAM-ag,eIF4E 4G PPI,PERK inh,Ba/F3 V617F tox,S1P4 ag,BaF3 tox,S1P4 antag
CN(Cc1cn[nH]c1-c1cc2ccccc2o1)CC1CCOCC1,-1,-2,-15,6,2.1,0,-0.7,6,-9
CC(NC(=O)c1ccccc1NC(=O)c1ccco1)c1ccccc1 (centres undefined),-15,0,2,-21,-0.8,0,1.9,1,3

Continuation:
structure,MDM2 E3 inh,Wee1 degr inh,NPY-Y2 PAM-ag,eIF4E 4G PPI,PERK inh,Ba/F3 V617F tox,S1P4 ag,BaF3 tox,S1P4 antag
Cc1ccc(NCc2nnc(SCC(N)=O)o2)c(C)c1,-5,1,0,-3,0.2,-2,1.2,2,0
O=C(COCCOCC(=O)N(c1ccccn1)C1CCCCC1)N(c1ccccn1)C1CCCCC1,-1,2,-5,0,-1.5,4,1.6,4,-8
Cc1ccc(NC(=S)N(Cc2ccco2)C(C)c2cccs2)c(Cl)c1 (centres undefined),-13,2,0,-1,-0.2,3,-1.9,11,0
Cc1noc(C)c1COc1cccc(C(=O)NCc2ccccc2Cl)c1,-46,0,1,2,-1.3,-2,1.1,3,-6
COc1ccc(NC(=S)N/N=C2/CCCc3c(C)cc(C)cc32)cc1,-15,0,-15,2,1.8,1,-1.7,2,9
O=C(c1ccco1)N1CCN(C(c2cccs2)c2nnnn2C2CCCC2)CC1 (centres undefined),-16,1,3,-8,-0.7,0,1.0,-4,-3
Cc1occc1-c1nnc(SCC(=O)Nc2ccc3c(c2)OCO3)n1CC1CCCO1 (centres undefined),2,0,-4,3,-0.1,0,2.7,2,-9
CN1CCC(=NNC(=O)COc2ccc(Cl)cc2)CC1,-7,-1,1,8,-0.1,1,2.8,2,-10
O=C(OC(C(=O)NC1CCCCC1)c1ccccc1)c1ccco1 (centres undefined),14,-2,-9,-2,-0.3,-3,1.8,2,-1
O=C(CCCOc1ccccc1)N1CCN(c2ccccc2)CC1,-3,-1,-20,-4,-1.9,2,1.6,2,-12
O=C(N/N=C/c1ccncc1)c1ccc(-n2cccc2)cc1,-7,-1,-2,4,-1.6,4,-0.8,8,0
C=CCn1c(-c2cccc(OC)c2)nc2nc3ccccc3nc21,-12,-1,-8,0,-0.3,-3,0.3,-1,-7
Cc1ccc(-c2cn(-c3ccccc3)c(SCC(=O)NC3CCS(=O)(=O)C3)n2)cc1C (centres undefined),5,1,7,-5,-1.0,-4,-1.1,1,5
COC(=O)c1ccc2c(c1)NC(=O)C(N1CCCCC1)S2 (centres undefined),-14,-1,-7,0,0.1,-4,1.8,2,-31
CCc1cc2ccccc2nc1Cl,-14,-3,15,2,1.0,1,2.4,7,-11
OC(COc1ccc(CNCCc2ccccc2F)cc1)CN1CCCCC1 (centres undefined),-4,0,-24,4,0.1,-1,1.1,7,4
CCN=C1SC(CC(N)=O)C(=O)N1CC (centres undefined),-10,-3,2,1,0.4,-1,1.2,7,-11
CCC(C)C(NC(=O)C(C)NC(=O)CNC(=O)CNC(=O)OCc1ccccc1)C(=O)OC (centres undefined),-5,-1,2,4,1.6,-2,-0.5,0,-3
Cc1cccc(NC(=O)CC2c3ccccc3Oc3ccccc32)c1,-10,1,15,-1,-1.1,-6,-0.8,2,2
COc1ccc(N2CCN(CC(=O)NC(=O)NCc3ccco3)CC2)cc1,-14,7,-2,0,0.7,1,1.0,7,-5
O=C(Nc1ccc2c(c1)OCCO2)c1ccc(S(=O)(=O)N2CCCCC2)cc1,0,-1,-9,4,-0.6,2,-0.5,9,3
CSc1ccc(Cl)c(C(=O)Nc2nccs2)c1,-8,-1,9,-2,0.1,-4,-0.1,2,-1
CCOC(=O)Cn1nc(/C=C/c2ccc(OC)cc2)ccc1=O,·,1,-22,·,0.6,-4,-0.7,2,-19
CSCC[C@H](NC(=O)C1CCN(S(=O)(=O)c2ccc(C)cc2)CC1)C(=O)NC1CCS(=O)(=O)C1 (some centres undefined),-11,-2,2,-2,-0.4,-4,2.7,-1,-18
Clc1ccc(SCCCCN2CCOCC2)cc1,-7,3,5,0,1.6,4,0.9,10,-16

Entries of single compounds from above. Values in the order: MDM2 E3 inh | Wee1 degr inh | NPY-Y2 PAM-ag | eIF4E 4G PPI | PERK inh | Ba/F3 V617F tox | S1P4 ag | BaF3 tox | S1P4 antag
CCC(C)C(NC(=O)C(C)NC(=O)CNC(=O)CNC(=O)OCc1ccccc1)C(=O)OC (centres undefined) as listed: -5 | -1 | 2 | 4 | 1.6 | -2 | -0.5 | 0 | -3
O=C(CCCOc1ccccc1)N1CCN(c2ccccc2)CC1 as listed: -3 | -1 | -20 | -4 | -1.9 | 2 | 1.6 | 2 | -12
Cc1occc1-c1nnc(SCC(=O)Nc2ccc3c(c2)OCO3)n1CC1CCCO1 (centres undefined) as listed: 2 | 0 | -4 | 3 | -0.1 | 0 | 2.7 | 2 | -9
CCc1cc2ccccc2nc1Cl as listed: -14 | -3 | 15 | 2 | 1.0 | 1 | 2.4 | 7 | -11
O=C(OC(C(=O)NC1CCCCC1)c1ccccc1)c1ccco1 (centres undefined) as listed: 14 | -2 | -9 | -2 | -0.3 | -3 | 1.8 | 2 | -1
